KCNQ2 block: KCNQ2 potassium channel inhibitors, primary screen, cell-based, CHO-K1, FluxOR thallium flux, B-score (AID 2156); B-score at 10 µM; 310,000 tested, 1.1% active; Potassium voltage-gated channel subfamily KQT member 2 (Rattus norvegicus), O88943; 20 min; hits give low values;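 active = fluorescence ratio B-score at most minus 3 library SDs, with starting brightness B-score within 2 library SDs, cut at about -5.5 in these data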
Target sequence (O88943 whole entry, looked up): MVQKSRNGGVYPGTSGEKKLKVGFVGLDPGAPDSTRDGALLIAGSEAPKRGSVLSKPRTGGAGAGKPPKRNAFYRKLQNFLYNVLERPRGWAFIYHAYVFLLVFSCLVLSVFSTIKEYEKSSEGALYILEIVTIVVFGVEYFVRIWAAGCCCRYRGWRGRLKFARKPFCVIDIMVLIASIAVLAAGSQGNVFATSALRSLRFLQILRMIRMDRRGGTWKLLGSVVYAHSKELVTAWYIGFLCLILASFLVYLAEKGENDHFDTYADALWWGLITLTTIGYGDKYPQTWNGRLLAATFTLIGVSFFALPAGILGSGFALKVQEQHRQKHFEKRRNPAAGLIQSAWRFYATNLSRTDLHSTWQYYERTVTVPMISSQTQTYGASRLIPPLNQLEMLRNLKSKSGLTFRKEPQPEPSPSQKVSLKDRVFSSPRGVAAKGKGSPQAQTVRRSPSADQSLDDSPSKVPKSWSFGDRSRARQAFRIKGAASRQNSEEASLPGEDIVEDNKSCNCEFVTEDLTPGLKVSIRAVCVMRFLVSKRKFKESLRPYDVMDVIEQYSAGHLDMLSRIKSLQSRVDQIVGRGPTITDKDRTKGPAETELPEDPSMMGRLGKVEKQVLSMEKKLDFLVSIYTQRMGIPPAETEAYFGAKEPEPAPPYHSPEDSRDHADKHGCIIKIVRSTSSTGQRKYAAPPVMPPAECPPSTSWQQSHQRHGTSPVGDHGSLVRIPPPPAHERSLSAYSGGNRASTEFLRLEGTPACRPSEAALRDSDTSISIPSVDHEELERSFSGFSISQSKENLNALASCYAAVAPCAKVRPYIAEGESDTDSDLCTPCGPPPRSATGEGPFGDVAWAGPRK
Kir21 inh: inhibitors of mouse Kir2.1 inward-rectifier potassium channel; Inward rectifier potassium channel 2 (Mus musculus), P35561; HEK293-Kir2.1, FluxOR thallium flux fluorescence; hits give low values; B-score at 10 µM; 310,000 tested, 0.85% active; AID 1672, 2009;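 active = fluorescence ratio B-score at or below minus 3 SD of library scores, with starting-brightness B-score within 2 SD, cut at about -4.2 in these data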;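 note: channel flux triggered by added potassium and thallium sulfate stimulus; B-score of peak minus minimum fluorescence over baseline after thallium stimulus; more negative B-score means stronger Kir2.1 block with less thallium influx; some compounds called inactive have numbers as strong as hits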
* = called active by the depositor. Hits appear at their usual frequency, and some 1.8% of all compounds hit somewhere here.

Start of the data: the first 11 compounds (preview)
CC(C)(C)n1nc2c(c1NC(=O)Cc1cccc3ccccc13)CS(=O)(=O)C2 was read as KCNQ2 block inactive and Kir21 inh 0.13.
Screening CCOc1ccc2ncc(S(=O)(=O)c3ccccc3)c(N3CCC4(CC3)OCCO4)c2c1 returned KCNQ2 block inactive and Kir21 inh -0.77.
For Cc1ccc(Nc2nc(-c3sc(NC(=O)c4ccccc4)nc3C)cs2)cc1 the results were KCNQ2 block inactive and Kir21 inh 0.12.
Screening Cn1cccc1Cc1nnc(SCC(=O)NCCc2ccccc2)n1C returned KCNQ2 block inactive and Kir21 inh -0.08.
`CCOC(=O)C1=NN(c2ccc(Cl)cc2)C(c2ccccc2)CC1=O` (stereo not given) gave KCNQ2 block inactive and Kir21 inh 0.54.
Screening CCN(c1ccccc1)c1nc2ccsc2c(=O)s1 returned KCNQ2 block inactive and Kir21 inh -1.3.
O=C(c1cc2c(cc1Br)OCCCO2)N1CCCCC1 was read as KCNQ2 block inactive and Kir21 inh 0.38.
CC(Nc1n[nH]c(=O)[nH]c1=O)C(=O)N/N=C/c1cccs1 (stereo not given) was read as KCNQ2 block inactive and Kir21 inh -1.4.
For CCCCN(C(=O)CN1C(=O)C2CCCCC2C1=O)c1c(N)n(CCC)c(=O)[nH]c1=O (stereo not given) the results were KCNQ2 block inactive and Kir21 inh -0.95.
For Cc1ccsc1CN(C)C(=O)C1CCC(=O)N(CCc2cccc(F)c2)C1 (stereo not given) the results were KCNQ2 block inactive and Kir21 inh -1.1.
CCOC(=O)CN1C(=O)C(Sc2n[nH]c(-c3ccc(C)cc3)n2)CCc2ccccc21 (stereo not given) was read as KCNQ2 block inactive and Kir21 inh -0.32.

Main list, from the first entry:
CC(C)(C)n1nc2c(c1NC(=O)Cc1cccc3ccccc13)CS(=O)(=O)C2 was read as KCNQ2 block inactive and Kir21 inh 0.13.
Screening CCOc1ccc2ncc(S(=O)(=O)c3ccccc3)c(N3CCC4(CC3)OCCO4)c2c1 returned KCNQ2 block inactive and Kir21 inh -0.77.
For Cc1ccc(Nc2nc(-c3sc(NC(=O)c4ccccc4)nc3C)cs2)cc1 the results were KCNQ2 block inactive and Kir21 inh 0.12.
Screening Cn1cccc1Cc1nnc(SCC(=O)NCCc2ccccc2)n1C returned KCNQ2 block inactive and Kir21 inh -0.08.
`CCOC(=O)C1=NN(c2ccc(Cl)cc2)C(c2ccccc2)CC1=O` (stereo not given) gave KCNQ2 block inactive and Kir21 inh 0.54.
Screening CCN(c1ccccc1)c1nc2ccsc2c(=O)s1 returned KCNQ2 block inactive and Kir21 inh -1.3.
O=C(c1cc2c(cc1Br)OCCCO2)N1CCCCC1 was read as KCNQ2 block inactive and Kir21 inh 0.38.
CC(Nc1n[nH]c(=O)[nH]c1=O)C(=O)N/N=C/c1cccs1 (stereo not given) was read as KCNQ2 block inactive and Kir21 inh -1.4.
For CCCCN(C(=O)CN1C(=O)C2CCCCC2C1=O)c1c(N)n(CCC)c(=O)[nH]c1=O (stereo not given) the results were KCNQ2 block inactive and Kir21 inh -0.95.
For Cc1ccsc1CN(C)C(=O)C1CCC(=O)N(CCc2cccc(F)c2)C1 (stereo not given) the results were KCNQ2 block inactive and Kir21 inh -1.1.
CCOC(=O)CN1C(=O)C(Sc2n[nH]c(-c3ccc(C)cc3)n2)CCc2ccccc21 (stereo not given) was read as KCNQ2 block inactive and Kir21 inh -0.32.
Screening COc1ccc(C(=O)NCc2ccc3[nH]c(C)cc3c2)cc1OC returned KCNQ2 block inactive and Kir21 inh -0.45.
C=CCOC(=O)CCC(=O)Nc1cc(OC)nc(OC)n1 was read as KCNQ2 block inactive and Kir21 inh 0.62.
`CCOc1ccc(N(CC(=O)NC(C)C)C(=O)CCC(=O)Nc2ccccn2)cc1` gave KCNQ2 block inactive and Kir21 inh -1.27.
Screening CC1Sc2ccc(Cl)cc2-c2nc(N)ncc21 (stereo not given) returned KCNQ2 block inactive and Kir21 inh 0.19.
`Cc1cc(C)c(S(=O)(=O)n2ccc(-c3ccc(OCCN(C)c4ccccn4)cc3)n2)c(C)c1` gave KCNQ2 block inactive and Kir21 inh -0.44.
`COc1cccc(CN2CCN(C(=S)NCc3ccc(Cl)cc3)CC2)c1` gave KCNQ2 block inactive and Kir21 inh 0.2.
`Cc1cc(C)c2c(c1)/C(=c1/sc3n(c1=O)CN(c1ccccc1)CN=3)C(=O)N2` gave KCNQ2 block inactive and Kir21 inh -1.13.
For COc1cccc(N=Nc2ccc3ccccc3c2O)c1 the results were KCNQ2 block inactive and Kir21 inh 0.78.
For Cc1ccc(-c2nn(CCC(=O)NCC3CCCO3)c(=O)c3ccccc23)cc1 (stereo not given) the results were KCNQ2 block inactive and Kir21 inh 0.74.
O=c1[nH]c2ccccc2n1CCCN1CCN(C(c2ccccc2)c2ccccc2)CC1 was read as KCNQ2 block inactive and Kir21 inh -1.43.
CC(=O)C1CCCN(C(=O)c2ccc3oc(CCc4ccccc4)nc3c2)C1 (stereo not given) was read as KCNQ2 block inactive and Kir21 inh -0.06.
Screening CC1(C)CC(=O)N(c2cccc(Cl)c2)C(=O)C1 returned KCNQ2 block inactive and Kir21 inh -1.75.
`O=C(Nc1cccc(C(F)(F)F)c1)C12CC3CC(CC(C3)C1)C2` gave KCNQ2 block inactive and Kir21 inh 0.28.
Screening Cc1cccc(C(=O)N2CCCC(c3nc(-c4ccc(C)o4)no3)C2)c1 (stereo not given) returned KCNQ2 block inactive and Kir21 inh 0.7.
For CC(C)Cn1c(C(C)C)nc([N+](=O)[O-])c1S(=O)(=O)c1ccc(F)cc1 the results were KCNQ2 block inactive and Kir21 inh -2.93.
Screening Cc1nn(-c2ccccc2)c(Cl)c1/C=N/O returned KCNQ2 block inactive and Kir21 inh -1.35.
For Nc1nonc1-c1nc2ccccc2n1CC(=O)N1CCN(c2ccc(F)cc2)CC1 the results were KCNQ2 block inactive and Kir21 inh -0.16.
NC(=O)c1oc2ccccc2c1NC(=O)c1nc2ccccc2s1 was read as KCNQ2 block inactive and Kir21 inh 0.33.
For Cc1ccc(N2CC(C)Cn3c2nc2c3c(=O)[nH]c(=O)n2C)cc1 (stereo not given) the results were KCNQ2 block inactive and Kir21 inh 1.14.
`CCN1C(=O)[C@H]2[C@@H](c3ccc(-c4ccccc4)cc3)N3CCCC[C@@]3(C(=O)OC)[C@H]2C1=O` gave KCNQ2 block inactive and Kir21 inh 0.17.
Screening O=c1onc(-c2ccccc2)n1-c1cc(Cl)cc(Cl)c1 returned KCNQ2 block inactive and Kir21 inh -1.17.
`O=C(O)CSc1nnc(-c2ccc(Cl)cc2Cl)n1-c1ccc(Cl)cc1` gave KCNQ2 block inactive and Kir21 inh 3.18.
Screening O=c1c2ccccc2oc2ccc(NCCCN3CCOCC3)cc12 returned KCNQ2 block inactive and Kir21 inh -1.03.
For Cc1ccn2c(=O)nc(SCC(=O)Nc3ccc4c(c3)OCCO4)nc2c1 the results were KCNQ2 block inactive and Kir21 inh 1.07.
COc1ccccc1NC(=O)CCCN1C(=O)C2CC=CCC2C1=O (stereo not given) was read as KCNQ2 block inactive and Kir21 inh 0.88.
`COC(=O)C1=C2c3[nH]c4ccccc4c3CCN2C(=O)CC1` gave KCNQ2 block inactive and Kir21 inh 0.8.
`CCOc1cc2c(cc1/C=C1/NC(=O)N(CC(=O)OC)C1=O)OCO2` gave KCNQ2 block inactive and Kir21 inh -0.54.
`Cc1c(NS(=O)(=O)c2ccc(N)cc2)c(=O)n(-c2ccccc2)n1C` gave KCNQ2 block inactive and Kir21 inh 1.75.
For O=C(CC(=O)Nc1cccc(Cl)c1Cl)Nc1cccc(Cl)c1Cl the results were KCNQ2 block inactive and Kir21 inh 0.48.
`COc1ccc(CN2C(=O)NC3(CCCC3)C2=O)cc1F` gave KCNQ2 block inactive and Kir21 inh 0.67.
CCOC(=O)C1=C(NC(=S)NC(=O)c2ccccc2)c2ccccc2CC1(C)CC (stereo not given) was read as KCNQ2 block inactive and Kir21 inh 0.23.
Screening CCOCCCN(C(=O)c1snc(C(N)=O)c1N)C(C(=O)NC(C)(C)C)c1ccc(Cl)cc1 (stereo not given) returned KCNQ2 block inactive and Kir21 inh 0.01.
O=C(CN1C(=O)c2ccccc2S1(=O)=O)N1CCOCC1 was read as KCNQ2 block inactive and Kir21 inh 0.21.
`Cc1ccc(NC(=O)CCNS(=O)(=O)c2ccc3c(c2)CCC(=O)N3)cc1F` gave KCNQ2 block inactive and Kir21 inh -0.1.
Screening Cc1ccc(C(C)NC(=O)C23CC4CC(CC(C4)C2)C3)cc1 (stereo not given) returned KCNQ2 block inactive and Kir21 inh 2.57.
Cc1ccc(/C=C(\C#N)C(=O)NCc2ccco2)o1 was read as KCNQ2 block inactive and Kir21 inh 1.73.
`O=C(O)c1ccccc1C(=O)NC1CCCCNC1=O` (stereo not given) gave KCNQ2 block inactive and Kir21 inh 1.23.
For COCC(=O)N(Cc1cc2cc(OC)ccc2[nH]c1=O)c1ccc(C)cc1 the results were KCNQ2 block inactive and Kir21 inh 1.57.
Cc1csc(=O)n1CC(=O)OCC(=O)NCc1ccc(F)cc1 was read as KCNQ2 block inactive and Kir21 inh 0.01.
For COc1ccc(Cc2nnc(NC(=O)CSc3ccc(C)cc3)s2)cc1 the results were KCNQ2 block inactive and Kir21 inh -0.95.
CCN(C(=O)c1cc(Cl)ccc1OC)C1CCCCC1 was read as KCNQ2 block inactive and Kir21 inh -1.4.
COC1OC(COC(=O)CNC(=O)OC(C)(C)C)C(O)C(O)C1O (stereo not given) was read as KCNQ2 block inactive and Kir21 inh 0.29.
`CCn1nc(C)c(C2C(C#N)=C(N)OC3=C2C(=O)CCC3)c1C` (stereo not given) gave KCNQ2 block inactive and Kir21 inh 2.32.
`CCOCCCn1c(SCC(=O)Nc2cc(OC)ccc2OC)nc2ccccc2c1=O` gave KCNQ2 block inactive and Kir21 inh -0.48.
Screening CN(C)S(=O)(=O)N1CCN(CC(O)COc2ccc3cc(Br)ccc3c2)CC1 (stereo not given) returned KCNQ2 block inactive and Kir21 inh 0.29.
Screening COc1ccc(Br)cc1C1CC(=O)C(C)C(c2cc(Br)ccc2OC)N1 (stereo not given) returned KCNQ2 block inactive and Kir21 inh 1.05.
For CC(C)(C)C1CCc2c(sc3nc(SCC(=O)O)nc(N)c23)C1 (stereo not given) the results were KCNQ2 block inactive and Kir21 inh 2.46.
Cc1cc(C(=O)Nc2ccc(F)cc2C)n(-c2ccccc2)n1 was read as KCNQ2 block inactive and Kir21 inh -0.01.
For CCN(C(=O)CN1C(=O)/C(=C/c2ccc(F)cc2)SC1=S)C1CCS(=O)(=O)C1 (stereo not given) the results were KCNQ2 block inactive and Kir21 inh -2.92.
Cc1cc(C)cc(NC(=O)N2C3CCCC2CC(NC(=O)C2CC2)C3)c1 (stereo not given) was read as KCNQ2 block inactive and Kir21 inh 0.61.
O=C(O)COc1ccc(Cl)cc1CO was read as KCNQ2 block inactive and Kir21 inh -0.19.
`Cc1ccc(C)c(S(=O)(=O)N2CCN(C(C)C(=O)Nc3ccccc3-c3ccccc3)CC2)c1` (stereo not given) gave KCNQ2 block -5.83* and Kir21 inh 1.35.
`O=[N+]([O-])c1cc(S(=O)(=O)N2CCCCC2)ccc1NCCCN1CCOCC1` gave KCNQ2 block inactive and Kir21 inh -0.51.
O=Cc1ccc2noc(-c3ccc(F)cc3)c2c1 was read as KCNQ2 block inactive and Kir21 inh 0.74.
COc1cc(Cl)ccc1OCc1cc(C(=O)N(C)Cc2cccc3cnccc23)no1 was read as KCNQ2 block inactive and Kir21 inh -1.14.
Screening CCC(C)[C@H](NC(=O)Nc1ccc2c(c1)OCCO2)C(=O)O (stereo not given in full) returned KCNQ2 block inactive and Kir21 inh 1.23.
For CCN(CC)CC(=O)Nc1ccc(-c2nc3cc(NC(=O)CN(CC)CC)ccc3o2)cc1 the results were KCNQ2 block inactive and Kir21 inh -0.17.
For O=C(CN1CCCCCC1)NN(Cc1ccccc1)c1ccccc1 the results were KCNQ2 block inactive and Kir21 inh -0.39.
Screening O=C(NCc1cccs1)c1ccc([N+](=O)[O-])cc1 returned KCNQ2 block inactive and Kir21 inh -0.64.
For COCCSc1ccccc1C(=O)Nc1cc([N+](=O)[O-])ccc1OC the results were KCNQ2 block inactive and Kir21 inh -0.46.
Screening COc1ccc(/C=C/C(=O)Nc2c(C(=O)O)[nH]c3ccccc23)cc1OC returned KCNQ2 block inactive and Kir21 inh 1.36.
Cc1cc(C)n2nc(-c3cnn(C)c3C(F)(F)F)cc2n1 was read as KCNQ2 block inactive and Kir21 inh -0.81.
For CC(C)=CCN1CCN(Cc2cc(CC(C)C)n[nH]2)CC1CCO (stereo not given) the results were KCNQ2 block inactive and Kir21 inh -1.47.
N#CCC(=O)N/N=C/c1cc(Br)ccc1OCc1cccc2ccccc12 was read as KCNQ2 block inactive and Kir21 inh 0.01.
Screening CCC1CN(C(=O)NCc2ccc(C)cc2)c2ccccc2O1 (stereo not given) returned KCNQ2 block inactive and Kir21 inh -1.17.
Cc1ccccc1OCC(=O)NCC(=O)OCC(=O)c1ccc([N+](=O)[O-])cc1 was read as KCNQ2 block inactive and Kir21 inh 0.18.
`OCCC1CN(C/C=C/c2ccco2)CCN1Cc1ccccc1` (stereo not given) gave KCNQ2 block inactive and Kir21 inh 0.99.
`O=S(=O)(NCCN1CCOCC1)c1ccc(Cl)c(Cl)c1` gave KCNQ2 block inactive and Kir21 inh 0.7.
`CCC(C)NC(=O)CS(=O)Cc1nc(-c2ccccc2C)oc1C` (stereo not given) gave KCNQ2 block inactive and Kir21 inh 1.01.
`CN1C(=O)/C(=C/c2ccccc2OCc2cccc(F)c2)N(C)C1=S` gave KCNQ2 block inactive and Kir21 inh -0.61.
Screening CCOC(=O)Cc1csc(NC(=O)CSc2nc(C)cc(=O)[nH]2)n1 returned KCNQ2 block inactive and Kir21 inh 0.38.

Source: PubChem
